Assay outcomes deposited in PubChem by Sanford-Burnham Center for Chemical Genomics.
mIAP act: increases mouse intestinal alkaline phosphatase activity. muIAP, CDP-Star luminescence, 30 min; active compounds read high; 1 = vehicle-only enzyme signal, 0 = enzyme-free wells. activation factor at 10 µM. 330,000 compounds, 0.24% hits. AID 2805;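 active means activation factor of at least 2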; further: the source names both 10 and 20 µM as test concentration; values of inactives mirror those of a sister screen read the other way
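also added = chemiluminescent substrate CDP-Star | test system = mouse IAP enzyme | signal = chemiluminescence readout | compound = DMSO-dissolved test compounds | incubation = 30 min at room temperature | benchmarks = DMSO wells, no-enzyme wells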
MPTP block: blocks calcium-induced mitochondrial swelling; AID 602449; 360,000 compounds, 1.4% hits; isolated mouse mitochondria, Ca2+ swelling absorbance, 30 min; inhibition, % at 10 µM;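 active means inhibition of 50% or more, scaled per plate between neutral and stimulator controls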;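 further: 0% = DMSO wells given calcium and 100% = 1 mM EGTA wells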
beta cell repl: induces beta-cell replication in MIN6 cells. proliferation, % at 10 µM. AID 2380. 330,000 compounds, 0.29% hits. MIN6 cells proliferation, ATPlite luminescence, 48 h; cells starved in 0.2% serum; 100% = growth in 10% serum;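 active means compounds whose signal lies at least 3.5 SD above the mean of all wells on their plate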;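 further: 0% = DMSO-treated cells in low-serum medium and 100% = 10% serum control; some compounds called inactive have numbers as strong as hits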
mIAP inh: blocks mouse intestinal alkaline phosphatase; purified mouse IAP, CDP-Star luminescence, 30 min; 330,000 compounds, 0.2% hits; inhibition, % at 10 µM;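 active means inhibition of at least 40% at 10 µM in the primary screen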;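 further: plate controls were DMSO with enzyme for no effect and no enzyme wells for full effect; values of inactives mirror those of a sister screen read the other way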
hIAP inh: human IAP inhibition; P09923; purified IAP, CDP-Star luminescence, 30 min; inhibition, % at 10 µM; 330,000 compounds, 0.12% hits;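 active means inhibition reaching a set limit with compound at 10 µM in the primary screen, cut at about 35% in these data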;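 further: plate controls were DMSO wells with enzyme for no effect and no-enzyme buffer wells for full effect; values of inactives mirror those of a sister screen read the other way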
Target sequence (P09923 whole entry, looked up): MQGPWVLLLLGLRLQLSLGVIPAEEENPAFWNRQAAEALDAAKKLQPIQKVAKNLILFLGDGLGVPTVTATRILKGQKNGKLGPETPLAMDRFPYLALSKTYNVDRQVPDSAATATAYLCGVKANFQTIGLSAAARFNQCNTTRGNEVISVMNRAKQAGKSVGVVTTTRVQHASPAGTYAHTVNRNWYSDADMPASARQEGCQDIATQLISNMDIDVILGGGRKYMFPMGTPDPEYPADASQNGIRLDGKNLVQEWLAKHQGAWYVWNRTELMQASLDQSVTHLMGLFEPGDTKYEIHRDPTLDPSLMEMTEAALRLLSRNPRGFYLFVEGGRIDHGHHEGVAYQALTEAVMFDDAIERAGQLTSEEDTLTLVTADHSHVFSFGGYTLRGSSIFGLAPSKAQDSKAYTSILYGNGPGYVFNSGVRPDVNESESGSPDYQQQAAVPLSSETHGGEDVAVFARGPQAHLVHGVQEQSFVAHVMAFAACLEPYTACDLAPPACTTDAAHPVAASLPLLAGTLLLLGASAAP
APOBEC3G inh: inhibitors of human APOBEC3G DNA deaminase; Q9HC16; 330,000 compounds, 0.28% hits; recombinant A3G, ssDNA deamination FAM/TAMRA fluorescence; inhibition, % at 20 µM;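 active means inhibition of at least 40% at 20 µM, with no more than 30% in the related APOBEC3A deaminase screen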;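 further: plate controls were DMSO wells with A3G for no effect and wells lacking A3G enzyme for full effect; some compounds called inactive have numbers as strong as hits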
ATG4B inhibitor: inhibitors of human ATG4B cysteine protease | ATG4B cleavage of LC3-PLA2, NBD-HPC fluorescence, 1 h | Q9Y4P1 | 340,000 compounds, 0.51% hits | inhibition, % at 8.33 µM | AID 504462; in the data active means inhibition above about 40%
APOBEC3A inh: human APOBEC3A DNA deaminase inhibition; P31941; recombinant A3A, FAM/TAMRA ssDNA deamination fluorescence; inhibition, % at 20 µM; 330,000 compounds, 0.41% hits;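 active means at least 40% inhibition at 20 µM here, with at most 30% in a related deaminase screen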;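 further: plate controls were A3A with DMSO for no effect and wells lacking A3A enzyme for full effect; some results filed as inactive read as strong as hits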
Target sequence (P31941 whole entry, looked up): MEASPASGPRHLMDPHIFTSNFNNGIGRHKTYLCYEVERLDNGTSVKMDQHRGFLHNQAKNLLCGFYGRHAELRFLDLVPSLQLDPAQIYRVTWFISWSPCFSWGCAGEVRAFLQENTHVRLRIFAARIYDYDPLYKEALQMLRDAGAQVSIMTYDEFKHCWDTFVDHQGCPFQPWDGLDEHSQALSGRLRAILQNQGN
hIAP activ: increases human intestinal alkaline phosphatase activity | P09923 | purified human IAP, CDP-Star luminescence, 30 min; active compounds read high; 1 = vehicle-only enzyme, 0 = enzyme-free background | activation factor at 10 µM | 330,000 compounds, 0.16% hits | AID 2524;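 active means activation factor of the enzyme at least 2-fold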; further: the source names both 10 and 20 µM as test concentration; values of inactives mirror those of a sister screen read the other way
Numbers without * were called inactive; . = no result given; & = joins results of further samples.

SMILES	mIAP act	MPTP block	beta cell repl	mIAP inh	hIAP inh	APOBEC3G inh	ATG4B inhibitor	APOBEC3A inh	hIAP activ
NC(=O)c1ccccc1NC(=O)c1ccccc1Cl	1	0.0	-2	0	5	-4	-8	-2	0.95
CCCCc1ccc(S(N)(=O)=O)cc1	0.93	-2.1	1	7	17	-6	-7	-3	0.83
CN1OC(COC(=O)c2ccc(Cl)cc2)CC1c1ccccc1 (configuration not stated)	0.97	-0.2	-3	3	-9	-9	2	1	1.1
CCOC(=O)COc1ccc(C(=O)Nc2cccc(Cl)c2C)cc1	1.1	-0.8	-4	-6	-12	-5	-5	0	1.1
CS(=O)(=O)N(CC(=O)Nc1ccc(S(=O)(=O)N2CCCC2)cc1)c1ccccc1	0.98	-1.0	2	2	-11	-8	-3	1	1.1
Cc1ccc(OCCCCN2CCCCC2)c(C)c1	0.96	-0.8	1	4	-1	-6	0	3	1
CCCN(C(=O)c1cc(CC)c(C)s1)c1c(N)n(Cc2ccccc2)c(=O)[nH]c1=O	1	0.3	3	-3	-8	-5	-7	9	1.1
O=C(Nc1ccc(S(=O)(=O)N2CCOCC2)cc1)C1COc2ccccc2O1 (configuration not stated)	1	1.0	-3	-1	-2	-2	-17	1	1
O=C(Cn1cnc([N+](=O)[O-])n1)c1ccc(O)c(O)c1	0.62	1.1	2	38	29	-6	-10	-3	0.71
CCc1ccc(OCC(=O)NNC(=O)CSc2nnc(-c3ccc(C)cc3)n2C)cc1	1	0.0	-2	0	-64	-6	3	-2	1.6
C/C(=N\NC(=O)c1ccc(Cl)c(Cl)c1)c1ccccn1	0.85	-0.9	-5	15	-41	-4	10	2	1.4
N#Cc1c(NC(=O)c2ccc(-c3ccccc3[N+](=O)[O-])o2)sc2c1CCCC2	0.83	1.9	0	17	3	-2	-6	-1	0.97
Cc1ccc(S(=O)(=O)N2C[C@@H]3[C@H]4CC[C@H](C4)[C@@H]3[C@@H](C)[C@@H]2C2CCCCC2=O)cc1 (some centres not stated)	1.1	-1.1	.	-12	.	-2	1	0	.
COc1ccc(CN2CCN(Cc3ccccc3F)CC2)cc1OC	0.96	-0.1	-1	4	16	-15	-6	-7	0.84
CCN(CC)C(=O)c1[nH]cnc1C(=O)Nc1ccon1	1	-0.9	2	-1	-35	-6	0	-2	1.4
COc1ccc(Nc2nnc(C)c3ccccc23)cc1C(N)=O	1	-2.4	1	-1	14	3	-12	2	0.86
COc1cc(/C=C2\C(=O)NN(c3ccccc3)C2=O)cc([N+](=O)[O-])c1O	0.87	0.7	1	13	12	5	0	23	0.88
O=C(O)C(O)c1ccccc1 (configuration not stated)	1&1.1	-0.4&-3.7	-1&-1	-2&-7	14&-22	-2&-7	0&-6	-1&-1	0.86&1.2
Cc1nn(-c2cc(Cl)ccc2Cl)c(C)c1C(=O)O	1	0.4	-1	0	-18	-7	7	-4	1.2
CCN(c1ccccc1)S(=O)(=O)c1ccc(OC)c(N=N/C(C(=O)Nc2ccccc2)=C(/C)O)c1	1	-0.1	-3	-3	-3	-5	-9	-6	1
COC(=O)C1=C(CCc2ccccc2)NC(=O)NC1c1ccc([N+](=O)[O-])cc1 (configuration not stated)	1	-3.1	-3	-4	9	-10	-11	-4	0.91
COc1ccc(Cl)cc1NC(=O)CN(C)C(=O)c1n[nH]c2ccccc12	1	-1.1	0	-3	-7	-8	-10	3	1.1
Brc1cccc(-c2nc3cccnc3nc2-c2cccc(Br)c2)c1	0.93	-0.9	-5	7	-21	-6	-5	-6	1.2
Cc1ccc(N2CCN(c3ccc(NCc4nc5ccccc5n4C)cc3)CC2)cc1	0.97	0.7	0	3	7	0	-2	0	0.93
CCCCc1nnc(NC(=O)c2oc3ccc(OC)cc3c2C)s1	1	0.1	0	-2	-4	-7	9	-1	1
CC(=O)N/C(=C/c1cccnc1)C(=O)Nc1ccc(Cl)cc1	1.1	-0.7	-5	-12	-5	6	6	2	1.1
CN(CC(=O)Nc1cccc(F)c1)C(=O)CCSc1ccc(F)cc1	1.1	-0.4	-2	-8	-7	2	-6	10	1.1
O=C(c1cncc(Br)c1)N1CCN(S(=O)(=O)c2ccccc2C(F)(F)F)CC1	1.1	-0.3	1	-8	4	-8	-7	-4	0.96
CCc1ccc2nc3n[nH]c(N)c3cc2c1	0.93	-0.3	-4	7	-1	-1	-7	2	1
CC1(C)CC(=O)c2c(oc3ccc(NS(=O)(=O)c4cccc5cccnc45)cc23)C1	0.97	8.1	-2	3	9	-7	-13	-4	0.91
N#Cc1c(N)oc(-c2ccco2)c1-c1ccco1	0.85	-0.3	0	15	-1	1	-8	6	1
COc1ccccc1OCc1ccc(C(=O)NCc2cccnc2)o1	0.91	-0.8	-1	9	-20	0	-6	2	1.2
O=C(CCC(=O)N1CCN(c2ccccn2)CC1)Nc1nnc(C2CCCCC2)s1	0.94	0.3	-1	6	-7	0	-6	0	1.1
COc1ccc(C[C@H](N)C(=O)N[C@H]2[C@@H](O)[C@H](n3cnc4c(N(C)C)ncnc43)O[C@@H]2CO)cc1	0.91	0.2	-8	9	-9	-7	-1	-4	1.1
COc1ccc2nc(NC(=O)C3CCN(C(=O)c4ccc(F)cc4)CC3)sc2c1	0.92	0.0	0	8	5	-7	4	-2	0.95
CC(C)CSc1nc(N2CCOCC2)c2c(c1C#N)CC(C)(C)SC2	1.1	1.9	-4	-10	10	4	-1	1	0.9
COc1cc(NC(=S)N(C)C)c(OC)cc1Cl	0.94	1.9	1	6	6	-5	6	-2	0.94
CCc1ccc(N2CC(C(=O)NC3CCCCC3C)CC2=O)cc1 (configuration not stated)	1.1	4.7	0	-8	-13	0	8	4	1.1
CCOc1ccc(N2C(=O)C(Cl)=C(Nc3ccccc3O)C2=O)cc1	0.99	8.3	-4	1	-7	-9	-9	-9	1.1
CCn1c(SCC(=O)NC(C)C)nnc1-c1cccs1	0.96	0.5	-1	4	6	6	5	8	0.94
NC(=O)C1(S(=O)(=O)c2ccccc2)CCCCC1	1.1	-2.2	-1	-10	9	-3	-7	-1	0.91
Cc1cc(OCc2cc(C(=O)N(C)CCOc3ccccc3)no2)cc(C)c1Cl	1	2.2	-6	-1	-18	-5	6	1	1.2
Cc1cccc(C(C)C)c1NC(=O)COC(=O)CNS(=O)(=O)c1ccccc1	0.92	-0.1	1	8	-11	-5	-9	0	1.1
Cc1ccc(-n2cc(CN3CCN(Cc4nccn4C)CC3)c(-c3cccc(C)c3)n2)cc1	1.2	2.5	-5	-19	-15	-4	7	-1	1.2
Cc1cc(C)cc(NC(=S)NCc2ccc(F)cc2)c1	1.6	50*	0	-59	5	-8	30	4	0.95
CCN(CC(=O)NC(=O)NCc1ccccc1)Cc1nc2ccccc2c(=O)[nH]1	1	-1.8	-2	-1	-42	-3	-9	-4	1.4
CCN(C(=O)Cn1cnc2ccccc2c1=O)C1CCS(=O)(=O)C1 (configuration not stated)	0.98	-0.6	4	2	0	-10	-1	-5	0.99
COc1ccccc1/C=C/C=N/n1c(-c2ccc(F)cc2)n[nH]c1=S	0.98	2.5	-6	2	-14	0	8	-5	1.1
Cc1ccc(SCC(=O)OCC(=O)NCCNC(=O)COC(=O)CSc2ccc(C)c(C)c2)cc1C	0.98	0.3	0	2	0	-4	-15	1	1
Cc1nc2ncnn2c(C)c1CCC(=O)NCc1ccc2c(c1)OCO2	1	-3.3	0	-1	-2	-6	-2	-3	1
More results follow:
SMILES	mIAP act	MPTP block	beta cell repl	mIAP inh	hIAP inh	APOBEC3G inh	ATG4B inhibitor	APOBEC3A inh	hIAP activ
COc1ccccc1NC(=O)NCc1ccc2c(c1)OCO2	1.1	.	0	-6	-1	-2	.	-1	1
CC(NC(=O)CSc1ccccc1)c1ccccc1 (configuration not stated)	1.1	-0.2	-2	-10	0	-5	-5	-3	1
COc1ccc(C(C)=O)cc1CSc1nnnn1-c1ccc(O)cc1	1.1	9.1	0	-8	6	-8	-9	-1	0.94
Cc1ccnc(NS(=O)(=O)c2ccc(NC(=O)c3ccc(N4C(=O)CCC4=O)cc3)cc2)n1	0.94	0.3	-1	6	4	8	1	6	0.96
Cc1ccc(S(=O)(=O)N(C)C)cc1NC(=O)c1cc(C(C)(C)C)nn1Cc1ccccc1	1.6	13	-5	-63	-22	-1	1	2	1.2
CCN1CCN(C(=O)C(C)Sc2nc3nc(C)cc(C)n3n2)CC1 (configuration not stated)	1.1	-1.2	-2	-9	-12	-7	-6	-5	1.1
O=C(/C=C\Nc1ccc(Cl)cn1)c1ccc(Br)cc1	0.98	-2.0	-1	2	4	-8	2	0	0.96
CCOc1ccc(-n2c(C)nc3cc(C(=O)NCC4CCCO4)ccc32)cc1 (configuration not stated)	1	-1.7	-2	0	-22	-4	-9	-2	1.2
COc1cccc(C(C(=O)NC(C)(C)C)N(CCc2ccccc2)C(=O)CCC(=O)Nc2cc(C)on2)c1OC (configuration not stated)	1	0.8	-1	-2	8	-9	-6	-5	0.92
CC1CCC(NC(=O)c2cc3c(=O)n(C)c4ccccc4c3n2C)CC1 (configuration not stated)	1	-0.6	-1	0	-6	-1	0	1	1.1

3 successive compounds already listed, quoted:
SMILES	mIAP act	MPTP block	beta cell repl	mIAP inh	hIAP inh	APOBEC3G inh	ATG4B inhibitor	APOBEC3A inh	hIAP activ
COc1ccccc1NC(=O)NCc1ccc2c(c1)OCO2	1.1	.	0	-6	-1	-2	.	-1	1
CC(NC(=O)CSc1ccccc1)c1ccccc1 (configuration not stated)	1.1	-0.2	-2	-10	0	-5	-5	-3	1
COc1ccc(C(C)=O)cc1CSc1nnnn1-c1ccc(O)cc1	1.1	9.1	0	-8	6	-8	-9	-1	0.94

Further structures:
SMILES	mIAP act	MPTP block	beta cell repl	mIAP inh	hIAP inh	APOBEC3G inh	ATG4B inhibitor	APOBEC3A inh	hIAP activ
CCOC(=O)C1=C(COC(=O)COc2cc(C)ccc2C)NC(=O)NC1C (configuration not stated)	0.94	-3.2	3	6	0	-6	-13	1	1
COCCCNC(=O)CC(NS(=O)(=O)c1ccc(C)cc1)c1ccco1 (configuration not stated)	0.97	1.1	0	3	-84	-5	-9	-3	1.8
COc1ccc(C(=O)Oc2ccc(-c3nnco3)cc2)cc1S(=O)(=O)N1CCOCC1	0.99	-1.9	0	1	4	-3	4	5	0.96
COc1ccc(C(CNC(=O)c2ccccc2SC)N(C)C)cc1 (configuration not stated)	0.98	1.3	-4	2	-4	-4	1	-1	1
COC(=O)c1c(NC(=O)c2ccc(C)o2)sc2c1CCCCC2	0.95	0.3	-4	5	-12	-2	-2	-1	1.1
Cc1noc(C)c1C(=O)Nc1ccc(S(=O)(=O)N2CCC(C)CC2)cc1	0.49	0.7	0	51*	-12	-3	-1	24	1.1
Cc1ccc(OCCC(=O)Nc2ccccc2C(=O)N2CCCCC2)cc1	1.1	-0.8	3	-6	-4	-5	2	-2	1
Cc1cc(Cl)ccc1NC(=S)NCC(C)C	1.1	0.8	-4	-8	10	3	-1	1	0.9
Cc1ccc(S(=O)(=O)/C(C#N)=C/c2c(N3CCOCC3)nc3c(C)cccn3c2=O)cc1	0.92	5.7	-1	8	-26	-5	30	-2	1.3
Cc1cccc(NC(=O)/C(C#N)=C\c2cccnc2)c1	1	-3.0	-1	-2	14	-4	1	0	0.86
CCOc1ccc(/C=C/C(=O)NCCc2ccc(OC)c(OC)c2)cc1	1	0.2	0	-5	-2	-8	-9	-1	1
Cc1cc(=O)oc(C)c1C(=O)N1CCCc2ccccc21	1	-1.0	0	0	6	-2	3	-2	0.94
